# Compound activity (PubChem BioAssay)
# B2AR arrestin = beta2AR (human) beta-arrestin recruitment activity | P07550 | beta-arrestin recruitment to beta2AR, cell-based reporter | Potency, µM (series often up to 46.1 µM), without a hit: at the highest dose activation, actives largely listed as activators | actives 0.02% (n = 330,000);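 also: potency is read from the fitted curve at half-maximal effect; 0% = DMSO controls and full agonism = EC100 isoproterenol or metaproterenol; nearly all actives have a fitted effect of over 65% in size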
# Target sequence (P07550 whole entry, looked up): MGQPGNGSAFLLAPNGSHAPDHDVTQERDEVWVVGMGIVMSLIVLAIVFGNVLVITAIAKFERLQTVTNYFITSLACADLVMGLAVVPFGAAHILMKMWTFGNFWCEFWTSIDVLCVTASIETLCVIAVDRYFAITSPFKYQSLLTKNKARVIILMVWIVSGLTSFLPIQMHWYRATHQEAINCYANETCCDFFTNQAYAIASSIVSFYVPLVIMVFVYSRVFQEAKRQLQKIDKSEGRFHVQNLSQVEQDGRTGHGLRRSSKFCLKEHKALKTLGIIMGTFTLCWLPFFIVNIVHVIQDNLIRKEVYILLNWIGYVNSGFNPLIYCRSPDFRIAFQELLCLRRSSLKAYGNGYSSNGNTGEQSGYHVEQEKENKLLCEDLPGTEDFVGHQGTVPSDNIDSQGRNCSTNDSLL
# Menin MLL FP TR = inhibitors of human menin-MLL interaction, mutant MLL peptide; Menin + Texas Red MLL mutant peptide, fluorescence polarization; Potency, µM (highest dose often 61.6 µM), inactives show top-dose FP activity change, negative = inhibition, usual class: inhibitors; actives 0.23% (n = 270,000); AID 1768; active = well fitted inhibition curve with a large enough effect in the polarisation, with a control signal flat, not every such curve was filed as active; inconclusive = small, poorly fitted or top-dose-only effect, or effect the other way, or a change in a side signal; inactive = no such curve, though single readings can be large or run the other way; the % refers to the polarisation; also: potency is read from the fitted curve at half-maximal effect; % of control where 0% means no effect; many of its hits are not listed in these tables
# FBPA coupling cs = coupling enzyme interference in Giardia aldolase counter-screen | coupling enzyme system counterscreen, AmpLite Red fluorescence | actives 0.67% (n = 290,000) | AID 2472 | activity change, negative = inhibition, % at 58.2 µM, hits read low; in the data active = activity change below about -30%; also: % is scaled to controls: 0 for no effect and ±100 for the full control effect
#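 Coupling enzymes only (glyceraldehyde-3-phosphate) + compound, at 57.5 uM final, 10 min RT; add substrate/coupling/AmpLite Red mix, 20 min RT; fluorescence ex 525/em 598 nm. Actives flag coupling-system interference.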
# TRPV1 ag = agonists of human vanilloid receptor 1 (TRPV1); TRPV1-expressing cells, Fluo-8 calcium influx, agonist mode; AID 540275; activation, % at 8.33 µM; actives 0.19% (n = 320,000); Q8NER1; in the data active = activation above about 80%; inconclusive = between about 30% and that limit; also: 0% is about no effect
#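 TRPV1-expressing cells were cultured overnight at 35.5C and loaded with Fluo-8 calcium dye for 40 to 90 min at room temperature. After a 10 s baseline, compound was added and calcium influx was read kinetically for 3 min (ex 480/em 520 nm).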
# hERG WT inh = blocks the wildtype human KCNH2 potassium channel | U2OS, BacMam KCNH2, thallium flux FluxOr; active compounds read low | activity change, % at 1.84 µM | AID 720551 | actives 0.37% (n = 340,000);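 active = maximum activity change below -70%; inconclusive = maximum activity change between -70% and -50%; inactive = maximum activity change above -50%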; also: % is scaled to controls: 0 for no effect and ±100 for the full control effect
#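 U2OS cells were transduced with wild-type KCNH2 virus (2.03 x 10^8 / mL) for 4 h at room temperature, then cultured overnight at 37 C. Thallium flux was read with FluxOr dye. Rate constants were normalized to DMSO controls.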
# MLL CXXC-DNA inh = MLL CXXC-DNA interaction inhibition; Potency, µM (doses to about 115 µM), for inactives: at the highest dose activity change, negative = inhibition, usual class: inhibitors; actives 0.037% (n = 290,000); MLL-CXXC / FITC-HOXA9 DNA fluorescence polarization; AID 2662; active = well fitted inhibition curve with a large enough effect in the polarisation, with a control signal flat, not every such curve was filed as active; inconclusive = small, poorly fitted or top-dose-only effect, or effect the other way, or a change in a side signal; inactive = no such curve, though single readings can be large or run the other way; the % refers to the polarisation; also: potency is read from the fitted curve at half-maximal effect
#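 Steps: dispense CXXC domain solution (7 uM) → pin compounds or unlabeled HOX-A9 DNA control → 5 min ambient → add FLSN-HOX-A9 solution (50 nM) → spin → 30 min ambient → fluorescence polarization. Tris pH 7.5/NaCl/DTT/BSA buffer.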
# USP2a block = USP2a (human) protease inhibition. actives 0.01% (n = 330,000). USP2 core, Ub-CHOP2 coupled fluorogenic reporter, 485/531. Potency, µM (top dose mostly 38.3 µM), for the others: top-dose activity change, negative = inhibition, most hits filed as inhibitors. AID 463254;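 also: potency is read from the fitted curve at half-maximal effect; plate controls were DMSO wells for no effect and full inhibition by NEM control for full effect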
#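 Deubiquitinase activity read as fluorescence (485/531 nm) after Ub-CHOP2 cleavage activates the enterokinase reporter on its substrate; USP2 core 10nM, Ub-CHOP2 and substrate 25nM each, 30min compound preincubation then 60min RT; data normalized to NEM, curves fitted.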
# Giardia kill = Giardia lamblia killing. Giardia lamblia trophozoite viability. activity change, % at 7.66 µM, hits read low. actives 0.15% (n = 340,000); in the data active = activity change below about -80%; inconclusive = between about -30% and that limit;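 also: parasites exposed to compound for two days anaerobically before the ATP read; % is scaled to controls: 0 for no effect and ±100 for the full control effect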
#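 Giardia lamblia trophozoites (100 cells/well) were incubated with compounds for 48 h at 37 deg C under anaerobic conditions. Viability was read as ATP content by one-step luminescence after 15-30 min at room temperature.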
# PKM2 activator = PKM2 (human) enzyme activation; P14618; purified PKM2, Kinase-Glo ATP luminescence, activation; response scale: 0% is enzyme alone, no compound; Potency, µM (top dose mostly 57.5 µM), for the others: at the highest dose activation, actives largely listed as activators; actives 0.34% (n = 260,000); also: potency is read from the fitted curve at half-maximal effect; % is scaled to controls: 0 for no effect and ±100 for the full control effect; nearly all actives have a fitted effect of over 55% in size
#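 Purified hPK-M2 (>95% pure) converted ADP (0.1 mM final) to ATP with 0.5 mM PEP in 50 mM imidazole pH7.2, KCl, MgCl2, Tween 20, BSA; 1 h at room temperature. ATP detected by Kinase-Glo luminescence.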
# GALK inhibitor = galactokinase (human) inhibition; actives 0.007% (n = 270,000); Potency, µM (titrated, usually from 57.5 µM), for the others: at the highest dose activity change, negative = inhibition, usual class: inhibitors; Purified GALK, Kinase-Glo residual ATP luminescence; also: potency is read from the fitted curve at half-maximal effect; % is scaled to controls: 0 for no effect and ±100 for the full control effect
# Target sequence (P51570 whole entry, looked up): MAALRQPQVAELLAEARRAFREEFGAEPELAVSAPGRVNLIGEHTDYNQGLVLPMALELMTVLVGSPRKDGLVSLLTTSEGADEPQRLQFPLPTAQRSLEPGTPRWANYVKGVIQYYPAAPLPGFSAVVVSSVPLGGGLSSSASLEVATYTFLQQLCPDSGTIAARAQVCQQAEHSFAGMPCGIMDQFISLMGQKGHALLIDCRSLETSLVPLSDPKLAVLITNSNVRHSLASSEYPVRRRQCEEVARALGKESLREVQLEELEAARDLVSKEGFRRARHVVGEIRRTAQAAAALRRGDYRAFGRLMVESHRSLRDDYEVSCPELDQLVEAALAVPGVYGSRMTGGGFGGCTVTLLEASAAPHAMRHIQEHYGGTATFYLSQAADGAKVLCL
#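 Kinase-Glo Plus luminescence measured ATP left after a 1 h room-temperature reaction. The reaction used 5 nM GALK, 100 uM galactose and 35 uM ATP at pH 8.0 (20 mM HEPES, 5 mM MgCl2, 60 mM NaCl, 1 mM DTT, 0.01% BSA).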
# KCNH2 3.1 inh = blocks the human KCNH2 3.1 channel isoform. activity change, % (tested at about 1.8 µM). actives 0.95% (n = 340,000). U2OS KCNH2 3.1, thallium flux FluxOr; active compounds read low;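 active = maximum activity change below -70%; inconclusive = maximum activity change from -70% to -50%; inactive = maximum activity change above -50%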;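 also: thallium influx rate constant from kinetic fluorescence after stimulation buffer; % is scaled to controls: 0 for no effect and ±100 for the full control effect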
#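 Steps: virus added to U2OS suspension (4 h, RT, dark); medium with 10% FBS added, cells plated, 37 C overnight; FluxOr/Red40 loading buffer 45 min RT; stimulation buffer, 2 min kinetic read; rate constant normalized.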
# * marks the source's active call; other numbers are inactive results; ? = inconclusive; . = not tested or not shown; [ ] = remark or other dose. Unless noted, calls follow the shape of the dose curve; as a rule, active = well fitted curve in the direction sought with a large enough effect; inconclusive = small, poorly fitted or top-dose-only effect, or another doubt; inactive = no such curve, though single readings can be large; an effect the other way counts as inactive or inconclusive. The list is partial. The share of hits here may be higher or lower than overall.
canonical_smiles	B2AR arrestin	Menin MLL FP TR	FBPA coupling cs	TRPV1 ag	hERG WT inh	MLL CXXC-DNA inh	USP2a block	Giardia kill	PKM2 activator	GALK inhibitor	KCNH2 3.1 inh
O=C(NC(=S)NNS(=O)(=O)c1ccccc1)c1cccnc1	-0.5%	-20%	0	-6	-2	-5%	2%	-5	-5%	-1%	9
O=C(O)c1ccccc1-c1ccccc1C(=O)Nc1ccc2c(c1)CCC2	-0.4%	43%[activator]	12	-1	0	-19%	1%	6	-4%	2%	3
CN(C)c1ccc(P(=O)(Nc2ccccc2)N2CCOCC2)c(NC(=O)c2cccs2)c1 (stereo unspecified)	-0.6%	6%	-1	18	6	7%	1%	21	-1%	-1%	-11
CCOC(=O)N1CCN(S(=O)(=O)c2c(C)[nH]c(=O)[nH]c2=O)CC1	-0.6%	0%	3	2	-1	1%	2%	10	4%	0%	1
Nc1nnnn1/N=C/c1ccc(N2CCCCC2)c([N+](=O)[O-])c1	-0.6%	37%[activator]	-2	9	-2	13%	1%	-23	-6%	-1%	11
Cc1ccc(S(=O)(=O)N2CCCN(S(=O)(=O)c3ccc(C)cc3)CC2)cc1	-0.4%	-23%	3	3	11	0%	2%	18	8.9µM*	-2%	-6
CCn1c(=O)cc(OCC(=O)Nc2ccccc2C#N)c2ccccc21	-0.7%	-16%	0	-4	9	-8%	1%	10	2%	-3%	-15
CCOc1ccc(CN2CCNC(=O)C2CC(=O)NCCc2ccccn2)cc1 (stereo unspecified)	0.3%	-2%	-5	-5	1	4%	-2%	-6	11%	10%	8
CCS(=O)(=O)N1CCC2(CC1)OCCN2S(=O)(=O)c1ccc(OC)cc1	3.4%	.	.	1	2	.	2%	-4	.	.	-2
COc1cc(C2C(C#N)=C(C)NC3=C2C(=O)c2ccccc23)cc(OC)c1OC (stereo unspecified)	0.0%	-3%	-2	-1	-16	7%	-1%	5	-19%	0%	0
COCCCNC(=O)CNC(=O)c1nn(-c2ccc(OC)cc2)c(=O)c2ccccc12	0.4%	-16%	1	0	-1	-1%	6%	-19	.	-1%	-14
CC(Sc1n[nH]c(N)n1)C(=O)Nc1cccc2ccccc12 (stereo unspecified)	0.2%	.	.	-1	-24	.	2%	20	.	.	1
O=C(O)c1c2c(nc3ccc(Cl)cc13)CCC2	0.0%	-18%	-1	-1	-8	-2%	2%	14	3%	-2%	1
Cc1ccc(-c2ccc(/C=N/n3cnnc3)o2)cc1Cl	0.1%	-2%	-4	-3	-1	9%	8%	6	-2%	-1%	-6
Clc1ccc(-c2cc(CN3CCCCC3)no2)cc1Cl	0.3%	-13%	3	15	-1	8%	2%	13	.	11%	-21
CC(O)CNc1nc2c(c(=O)n(C)c(=O)n2C)n1Cc1cccc(Br)c1 (stereo unspecified)	-0.9%	-2%	0	3	8	-1%	-4%	-3	-1%	0%	-27
Cc1cccc(OCC(=O)Nc2ccc3c(C)cc(=O)oc3c2)c1	-0.2%	-13%	-1	1	-10	4%	5%	4	-8%	1%	-11
CCN(CC(=O)Nc1c(F)cccc1F)C(=O)C1CCN(C(=O)Nc2ccccc2)CC1	-3.1%	.	.	-3	-13	.	-2%	-14	.	.	4
CCCCCCC#Cc1cncc(C(=O)NNC(=O)Nc2cc(Cl)cc(Cl)c2)c1	0.2%	.	-1	0	-1	4%	1%	12	5%	0%	-19
CN1CCN(S(=O)(=O)c2cccc(C(=O)Oc3ccc(C(C)(C)C)cc3)c2)CC1	-0.1%	.	.	2	4	.	2%	-4	.	.	-11
Cc1ccccc1NC(=O)c1cccc(N2C(=O)C3C4CC(C(Br)C4Br)C3C2=O)c1 (stereo unspecified)	0.1%	.	.	-1	-28	5%	3%	15	.	0%	-11
O=C(Nc1ccc([N+](=O)[O-])cc1)Nc1ccc(OC(F)F)c(Cl)c1	-0.5%	?	0	3	-5	-3%	2%	2	1%	.	11
COc1ccccc1CNS(=O)(=O)c1c(C)nc2sccn2c1=O	-0.3%	-2%	-2	9	-17	.	2%	-10	3%	.	4
COc1cccc(C(=O)CSc2nnc(-c3ccco3)n2CC2CCCO2)c1 (stereo unspecified)	0.3%	-13%	-1	3	2	-3%	3%	24	0%	-1%	15
COC(=O)CCC(=O)NC1CC(C)(C)Cc2c1cnn2-c1ccc(F)cc1 (stereo unspecified)	0.2%	-1%	1	-1	5	1%	0%	-23	0%[11.5 µM]	8%	-4
N#CC1(NC(=O)COC(=O)c2cc(O)c3ccccc3c2O)CCCCC1	0.0%	.	.	2	-6	.	-4%	-8	.	.	13
COc1ccc(OC)c(-c2nn(-c3ccccc3)cc2C(=O)NCC(c2ccco2)N2CCCC2)c1 (stereo unspecified)	-0.4%	.	.	6	19	.	1%	6	.	.	-20
CC1CCN(C(=S)c2cccc([N+](=O)[O-])c2)CC1	-0.1%	20%	3	10	-15	-1%	-6%	-12	6%	7%	4
Cc1ccc(-c2noc(N=O)c2NO)cc1	7.9%	.	5	-2	-1	-4%	-3%	-3	6%	-3%	11
COc1ccc2oc(=O)c(C(=O)NCC3CCCO3)cc2c1 (stereo unspecified)	-0.1%	-2%	-2	-1	9	-4%	3%	-21	-3%	2%	15
COc1cccc2sc(NC(=O)c3ccc(Br)s3)nc12	0.0%	?	1	12	-21	11%	4%	-27	0%	0%	26
CCCCNc1c(C(=O)OCC)c(=O)[nH]c2ccccc12	0.1%	2%	-1	-2	-4	-2%	-1%	-12	-2%	2%	-14
CC(C)C1=CC(=NS(=O)(=O)c2cccc([N+](=O)[O-])c2)C=C(C(C)C)C1=O	0.1%	9%	-8	-3	-5	-2%	0%	-6	12%	-1%	-21
Cc1ccc(CNC(=O)COC(=O)[C@@H]2CC(O)CN2S(=O)(=O)c2ccc3c(c2)OCCO3)cc1 (stereo partly specified)	-0.7%	-2%	-2	0	-1	0%	4%	0	4%	1%	-3
CCCc1c(C(=O)N/N=C/c2cccnc2)nnn1-c1nonc1N	0.3%	.	.	19	4	-4%	1%	?	.	4%	-5
COc1ccc2nc(NC(=O)c3cccc(-c4cc5ccccc5oc4=O)c3)sc2c1	-0.5%	?	1	4	-9	1%	7%	9	-9%	1%	-21
Cc1c(C(=O)N(C)c2ccccc2Cl)cnn1-c1ccccc1	-1.2%	-24%	-2	7	-8	1%	-1%	-7	-1%	3%	-2
CN(C)c1ccc(C2Nc3ccccc3C(=O)N2CCN2CCNC2=O)cc1 (stereo unspecified)	-0.7%	.	-6	-3	-5	-12%	1%	-1	25%	0%	14
Cc1csc2c(N(C)CCO)ncnc12	6.2%	.	-6	-10	-2	-6%	0%	13	15%	0%	9
O=[N+]([O-])CC(c1ccc(F)cc1)c1c[nH]c2ccccc12 (stereo unspecified)	-0.6%	?	-3	-2	0	16%	-2%	-21	.	.	-13
N#C/C(=C/c1cccc(O)c1)C(=O)NCc1ccc(Cl)cc1	0.6%	27%	0	17	-2	-9%	0%	15	.	5%	-7
CC(=O)Nc1ccc(OCc2ccc(S(=O)(=O)Cc3ccccc3)cc2)cc1	0.0%	-13%	4	-1	2	-5%	1%	7	0%	4%	3
COC(=O)Cc1ccc(OC(=O)C2CCN(S(=O)(=O)c3ccc(OC)c(OC)c3)CC2)cc1	0.6%	.	.	-3	-15	.	-7%	-3	.	.	8
CC(O)CNc1nc2ccccc2n1CC(=O)N1CCN(Cc2ccccc2)CC1 (stereo unspecified)	-0.1%	-17%	-1	0	29	2%	-1%	-13	-1%	9%	-5
CCOC(=O)N1CCC(NC(=O)C2CCCN2C(=O)OCc2ccccc2)CC1 (stereo unspecified)	0.3%	-8%	-1	-1	-4	-6%	-1%	20	-3%	-2%	-3
CC1=C(C(=O)OCC2CCCO2)C(c2ccncc2)C2=C(CCCC2=O)N1 (stereo unspecified)	-0.2%	11%	0	-1	0	4%	-1%	5	2%	2%	-1
O=C(CSc1nc2ccccc2[nH]1)N1CCN(c2ccccc2)CC1	-0.4%	-8%	-1	18	-10	2%	1%	-9	-5%	0%	13
CCOC(=O)c1cc(-c2ccc(/C=C3/C(=O)NC(=O)C(C#N)=C3C)o2)ccc1Cl	-0.2%	.	-5	.	5	?	0%	-9	15%	6%	10
Fc1ccc(NC(=S)Nc2cc(-c3ccccc3)[nH]n2)cc1Cl	0.3%	?	0	-1	-5	17%	-2%	-2	1%	-2%	-2
Cc1ccc(C(=O)NNC(=O)CSc2n[nH]c(-c3cccnc3)n2)cc1	3.5%	11%	2	4	1	-2%	9%	-9	-1%	0%	18
